IkB signaling: IkB Signaling. Potency, µM (highest dose often 57.1 µM), without a hit: top-dose IkBa stabilization activation. hit rate 0.04% among 110,000. ABC-DLBCL IkBa-CBG/CBR dual luciferase ratio, 4 h; response scale: scaled: untreated 0%, proteasome inhibitor 100%. AID 445, 2006; active = well fitted curve in the direction sought with a large enough effect in the signal ratio, not every such curve was filed as active; inconclusive = small, poorly fitted or top-dose-only effect, or a change in a side signal; the % refers to the signal ratio;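 also: the direction sought is a rising ratio; 0% = basal untreated cells and 100% = reference inhibitor full response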
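In this assay, an IκBα–CBG68 fusion accumulates when IKK-driven degradation is blocked; native CBR normalizes for cell number. OCI-Ly3 cells were treated 4 h with compound and doxycycline, then green and red light read after Chroma-Glo addition.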
Peg3 imprint: qHTS Assay for Compounds that Induce Erasure of Genomic Imprints; mouse ES Peg3-LacZ reporter, beta-gal luminescence, 40 h; Potency, µM (titrated, usually from 60.7 µM), for inactives: top-dose activity change, positive = activation, actives largely listed as activators; hit rate 0.02% among 110,000;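 also: 0% = negative control wells on the plate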
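Imprint erasure is scored as LacZ activity from the silenced maternal Peg3 allele in feeder-free female ES cells cultured 40 h with LIF. Luminescence is normalized to in-plate negative controls and fitted to the Hill equation.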
p53ts 32C tox: qHTS Screen for Compounds that Selectively Target Cancer Cells with p53 Mutations: Cytotoxicity of p53ts Cells at the Permissive Temperature; hit rate 0.93% among 130,000; Potency, µM (top dose mostly 46.1 µM), without a hit: at the highest dose activity change, negative = cytotoxicity, hits mostly cytotoxic; H1299-p53A138V at 32C, ATP luminescence viability, 24 h;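 also: 0% = DMSO and -100% = full killing by reference compound; nearly all actives have a fitted effect of over 55% in size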
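Viability by ATPlite luminescence after 24 h compound treatment (up to 46 uM) at the permissive 32C. Cells are H1299 carrying p53 A138V. Scale runs from DMSO basal to 100 uM tamoxifen as full kill; AC50 from Hill fits.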
p53ts 39C tox: qHTS Screen for Compounds that Selectively Target Cancer Cells with p53 Mutations: Cytotoxicity of p53ts Cells at the Nonpermissive Temperature; H1299-p53A138V viability at 39C, ATP luminescence, 24 h; Potency, µM (series often up to 46.1 µM), for the others: at the highest dose activity change, negative = cell killing, hits mostly cytotoxic; hit rate 1.5% among 130,000; AID 902, 2007; also: nearly all actives have a fitted effect of over 55% in size
* marks the source's active call; other numbers are inactive results; ? = inconclusive; nt = no result given; [ ] = remark or other dose. Unless noted, calls follow the shape of the dose curve; as a rule, active = well fitted curve in the direction sought with a large enough effect; inconclusive = small, poorly fitted or top-dose-only effect, or another doubt; inactive = no such curve, though single readings can be large; an effect the other way counts as inactive or inconclusive. Unless noted, % is scaled to controls: 0 for no effect and ±100 for the full control effect; potency is read from the fitted curve at half-maximal effect.

SMILES	IkB signaling	Peg3 imprint	p53ts 32C tox	p53ts 39C tox
N#Cc1cccc(NC(=O)Nc2cccs2)c1	2.9%	-25%	-2%	-24%
O=C(NCCO)c1ccc(Cc2nc3ccccc3[nH]2)cc1	nt	nt	-6%	-5%
Cc1ccc(C)c(NS(=O)(=O)c2cc(C(N)=O)ccc2C)c1	-2.2%	-7%	9%	10%
COc1cc2c(cc1OC)/C(=C/C#N)NC(C)(C)C2	-1.6%	7%	11%	-5%
Cc1ccc(NC(=O)Cn2cccc2)cc1Cl	-2.1%	-17%	-11%	-14%
Cc1cc(N2CCN(C(=O)c3ccco3)CC2)n2ncc(-c3ccccc3)c2n1	?	-7%	-5%	-5%
Cc1ccc(Cn2ccc(NC(=O)c3cc(-c4ccc(Cl)c(Cl)c4)on3)n2)cc1	6.9%	12%[10.9 µM]	8%	3%
C[C@H](OP(=O)(O)O)[C@H](N)C(=O)O	0.4%[11.4 µM]	-16%[10.9 µM]	-10%[9.22 µM]	1%[9.22 µM]
Cc1cccc(NC(=O)Cn2c(=O)oc3cc(S(=O)(=O)N4CCCCCC4)ccc32)c1	-1.1%	-11%[10.9 µM]	-5%	-15%
O=C(CN(C(=O)CCC(=O)Nc1nccs1)c1ccc(F)cc1)NCC1CCCO1 (stereo unspecified)	3.8%	10%	4%	-3%
COCN(C#N)c1nc(OC)nc(OC)n1	-1.0%	-5%	-8%	-13%
CCCCC(CC)C(=O)Nc1ccc(Cl)cn1 (stereo unspecified)	1.9%	-6%	0%	-7%
O=C(Nc1ccccn1)c1cccc(S(=O)(=O)N2CCOCC2)c1	-3.0%	-8%	0%	3%
Cc1ccc2cccc(NC(=O)c3ccc(-c4cccc([N+](=O)[O-])c4)o3)c2n1	?	-20%[10.9 µM]	2%	6%
CCOC(=O)c1oc2c(O)c(O)ccc2c(=O)c1-c1nncn1-c1ccccc1	3.6%	4%	4%	8%
CCOC(=O)C(Cc1c[nH]c2ccccc12)NC(=O)c1ccco1 (stereo unspecified)	-0.8%	nt	18%	-5%
CCN1CCN(c2oc(COc3ccc(-c4ccccc4)cc3)nc2C#N)CC1	?	-30%[inhibitor]	45%[activator]	18%
CCOC(=O)c1ccccc1NC(=O)N(Cc1ccc(CC)cc1)Cc1cn[nH]c1-c1ccc(OC)cc1	?	-14%[10.9 µM]	14%	-15%
Cc1cc2c(cc1C)/C(=C\C(N)=O)NC(C)(C)C2	0.0%	-16%	1%	-11%
CCCCN(C)CCNC(=O)c1cc2c(=O)n(C)c3ccccc3c2n1C	-1.7%	-16%[10.9 µM]	0%	-11%
CCOCC(=O)Nc1nnc(Cc2ccc(OC)cc2)s1	nt	nt	0%	-18%
O=C(COC(=O)c1cc(-c2ccccc2)nc2c(Cl)cccc12)c1ccc(F)cc1	?	-5%[10.9 µM]	-8%	-4%
COc1ccc(NC(=O)Cn2c(=O)n(-c3cccc(C)c3)c(=O)c3c2c2cc(C)ccc2n3C)cc1OC	1.2%	1%[10.9 µM]	-13%	-1%
Cc1cccc(CN2C(=O)c3ccccc3S(=O)(=O)c3ccc(C(=O)NC4CCCCC4)cc32)c1	?	14%[10.9 µM]	19%	11%
O=C(NCc1ccccc1)C1COc2ccccc2O1 (stereo unspecified)	nt	nt	-1%	-3%
COc1ccc(N2CCN(S(=O)(=O)c3ccc4c(c3)CCCN4C(C)=O)CC2)cc1	?	-10%[10.9 µM]	-3%	-24%
CC1=C(CC[C@H](C)CO)O[C@@H]2C[C@@H]3[C@H]4CC[C@H]5C[C@@H](O)CC[C@]5(C)[C@@H]4CC(=O)[C@@]3(C)[C@@H]12	5.2%[11.4 µM]	2%[10.9 µM]	0%[9.22 µM]	-5%[9.22 µM]
CCN1C(=O)CC(N2CCN(c3ccc(Cl)cc3)CC2)C1=O (stereo unspecified)	5.1%	-9%	-7%	-1%
O=S(=O)(c1ccc(-c2cc(C(F)(F)F)on2)s1)N1CCN(c2ccccc2F)CC1	-1.8%	-5%[10.9 µM]	5%	-5%
O=C(CN(c1cccc(C(F)(F)F)c1)S(=O)(=O)c1ccccc1)Nc1cccc(Cl)c1	?	-7%[10.9 µM]	112%[activator]	?

Single records (already shown). Order of values: IkB signaling | Peg3 imprint | p53ts 32C tox | p53ts 39C tox
CCN1C(=O)CC(N2CCN(c3ccc(Cl)cc3)CC2)C1=O (stereo unspecified) across the screens: 5.1% | -9% | -7% | -1%
CCN1CCN(c2oc(COc3ccc(-c4ccccc4)cc3)nc2C#N)CC1 across the screens: ? | -30%[inhibitor] | 45%[activator] | 18%
CCOCC(=O)Nc1nnc(Cc2ccc(OC)cc2)s1 across the screens: nt | nt | 0% | -18%
O=C(COC(=O)c1cc(-c2ccccc2)nc2c(Cl)cccc12)c1ccc(F)cc1 across the screens: ? | -5%[10.9 µM] | -8% | -4%

More results follow.
SMILES	IkB signaling	Peg3 imprint	p53ts 32C tox	p53ts 39C tox
CC(=O)OC[C@@H]1O[C@@H](O/N=C2/C[C@@H](O)[C@@H](O)[C@@H]3[C@@H]4C(=O)N(C(C)(C)C)C(=O)[C@H]4CC[C@@H]23)[C@H](OC(C)=O)[C@H](OC(C)=O)[C@@H]1OC(C)=O	nt	nt	7%[9.22 µM]	17%[9.22 µM]
Cc1cccc(-c2nc(C#N)c(N3CCCCCC3)o2)c1	-0.2%	-18%	-10%	-19%
O=C(Cn1ncc2ccsc2c1=O)N1CCN(c2ccc(Cl)cc2)CC1	?	-18%[10.9 µM]	-3%	1%
COc1ccc(CNC(=O)CSc2c3c(nc4ccc(Cl)cc24)CCCC3)cc1	13%	-11%[10.9 µM]	-4%	20%
O=C(Nc1ncnc2c1CCC2)C12CC3CC(CC(C3)C1)C2	-1.6%	4%	13%	18%
COc1cccc(NC(=O)CSc2c(C)cnc3c2c(=O)n(C)c(=O)n3C)c1	?	-7%[10.9 µM]	-1%	-14%
CC(C)(C)C1CCc2onc(C(=O)Nc3cnn(Cc4ccc(F)cc4)c3)c2C1 (stereo unspecified)	1.2%	-18%	-3%	-6%
CC(=O)Nc1ccc(NS(=O)(=O)c2cn(C)c(=O)n(C)c2=O)cc1	-1.3%	-13%	4%	18%
CCC(CC)C(=O)Nc1ccc(C(=O)OCc2cc(=O)n3nc(C4CC4)sc3n2)cc1	?	-15%[10.9 µM]	-29%	-27%
COc1cccc(CNC(=O)C2CCCN(S(=O)(=O)c3ccc4c(ccn4C)c3)C2)c1 (stereo unspecified)	?	-13%[10.9 µM]	5%	-28%
Cc1ccccc1C(=O)NCc1ccc2c(c1)CCN2C(=O)c1ccccc1	?	-14%[10.9 µM]	-6%	1%
NC(=O)CSc1nnc(C2CC2)n1Cc1ccccc1	-0.1%	4%	5%	2%
CC1CN(C(=O)N2CCC(C(=O)NCc3cccs3)CC2)c2cc(Cl)ccc2O1 (stereo unspecified)	?	-13%[10.9 µM]	-17%	0%
CCCCc1ccc(NC(=O)Cn2cnc3c(oc4ccccc43)c2=O)cc1	1.9%	-8%[10.9 µM]	-13%	-13%
CCCn1c(=O)c2sccc2n2c(CCCC(=O)Nc3ccc(Oc4ccccc4)cc3)nnc12	?	-12%[10.9 µM]	-2%	-5%

Next section; the last 3 above are carried over.
SMILES	IkB signaling	Peg3 imprint	p53ts 32C tox	p53ts 39C tox
CC1CN(C(=O)N2CCC(C(=O)NCc3cccs3)CC2)c2cc(Cl)ccc2O1 (stereo unspecified)	?	-13%[10.9 µM]	-17%	0%
CCCCc1ccc(NC(=O)Cn2cnc3c(oc4ccccc43)c2=O)cc1	1.9%	-8%[10.9 µM]	-13%	-13%
CCCn1c(=O)c2sccc2n2c(CCCC(=O)Nc3ccc(Oc4ccccc4)cc3)nnc12	?	-12%[10.9 µM]	-2%	-5%
COc1ccc(C2C(CC(=O)O)=C(O)C(=O)N2c2ccccc2)cc1 (stereo unspecified)	?	9%	5%	-6%
CCOc1ccc(-c2cc(CCCC(=O)NCc3ccco3)no2)cc1	?	-25%	-20%	-22%
COc1cccc(CNC(=O)Cn2nc(-c3ccc(Cl)cc3)ccc2=O)c1	?	17%[10.9 µM]	-17%	22%
O=c1oc2ccc(Cl)cc2cc1-c1cn2c(n1)sc1ccccc12	4.1%	-6%[10.9 µM]	-2%	-13%
CCCCN(C)C(=O)c1ccc2c(=O)n3nc(Nc4cc(C)ccc4C)sc3nc2c1	2.2%	-5%[10.9 µM]	8%	-8%
CCOc1cccc2sc(N3CCN(C(=O)C(C)(C)C)CC3)nc12	-4.2%	6%[10.9 µM]	2%	?
CCC1CCc2nc3sc(C(=O)Nc4cccc(F)c4)c(N)c3cc2C1 (stereo unspecified)	-0.2%	-15%[10.9 µM]	3%	-5%
CC(=O)c1ccc(N2CCN(C(=S)Nc3cc(C)ccc3C)CC2)cc1	nt	nt	-17%	-4%
Cc1cc(C)cc(OCC(=O)N2CCCCCC2)c1	1.1%	-17%	7%	-1%
COc1ccc(C(c2nnnn2C2CCCC2)N2CCC(C)CC2)cc1 (stereo unspecified)	3.8%	-12%	14%	-28%
COC(=O)CSc1nnc(C2COc3ccccc3O2)n1-c1ccccc1 (stereo unspecified)	3.6%	-2%	5%	-1%
CCOC(=O)c1c(C)nc2c(C#N)cnn2c1C	-7.3%	-2%	3%	6%
COc1ccc(-c2cc(C(=O)NCC(C)C)no2)cc1	8.4%	-22%	-8%	-15%
CC(C)C(c1nnnn1CC1CCCO1)N1CCN(Cc2ccc3c(c2)OCO3)CC1 (stereo unspecified)	0.1%	-9%	2%	9%
COc1ccc2c(Sc3ccccc3)c(C(=O)NCc3cccc(OC)c3OC)[nH]c2c1	?	-13%[10.9 µM]	33%[activator]	-2%
COc1ccc(NS(=O)(=O)c2cc3[nH]c(=O)c(=O)[nH]c3cc2C)cc1OC	-0.2%	-10%[10.9 µM]	-2%	-6%
Cc1ccc(C)c(S(=O)(=O)N2CCC(c3nc4c(nnn4Cc4ccc(F)cc4)c(=O)[nH]3)CC2)c1	?	-24%	22%	9%
COc1ccc(-c2ccc(=O)[nH]n2)cc1	1.4%	-9%	8%	2%
CCOc1ccccc1C(=O)Nc1ccccc1O	-1.0%	-13%	-2%	6%
Cc1cc(C)nc(N2CCC(CNC(=O)CCc3ccccc3)CC2)n1	0.7%	-4%	5%	-13%
C[N+]1(CCOS(=O)C23CC4CC(CC(C4)C2)C3)CCOCC1 (stereo unspecified)	1.0%	-6%	0%	8%
O=C1OC2(c3cc(Br)c(O)c(Br)c3Oc3c2cc(Br)c(O)c3Br)c2c(Cl)c(Cl)c(Cl)c(Cl)c21	-9.4%	-1%	-4%[1.84 µM]	3%
COc1ccccc1N(CN1C(=O)c2ccccc2C1=O)C(=O)c1cccnc1	0.7%	28%	9%	4%
COCCNC(=O)CN(C(=O)Cn1nnc2ccccc21)c1ccc(F)c(Cl)c1	0.3%	2%	-4%	8%
COc1ccc(/C=C/C(=O)Nc2nc(-c3cccs3)ns2)cc1OC	-2.3%	-6%[10.9 µM]	?	?
CCCS(=O)(=O)c1ncc(Cl)c(C(=O)N2CCN(c3ccc(OC)cc3)CC2)n1	?	-37%[inhibitor][10.9 µM]	?	13µM*
Cc1ccc(C(=O)O)cc1S(=O)(=O)N1CCOCC1	1.0%	3%	-1%	9%
CCOc1ccc(Nc2nc3c(S(=O)(=O)c4ccc(C(C)C)cc4)nnn3c3ccsc23)cc1	0.6%	-16%[10.9 µM]	2%	-15%
COc1ccc2[nH]cc(CCNc3ncncc3-c3ccccc3C(F)(F)F)c2c1	1.1%[11.4 µM]	-25%	9%	-6%
COc1ccccc1NC(=O)Cn1nnc(-c2ccccc2NC(=O)c2cccs2)n1	2.5%	3%	-16%	0%
OC(COc1ccc2cc(Br)ccc2c1)CN1CCN(c2ccccn2)CC1 (stereo unspecified)	?	-18%	-13%	-11%
O=c1oc2ccccc2n1CSc1nc2ccccc2s1	4.1%	-23%	-13%	-15%
COC(=O)Cc1c(C)nc2nc(-c3ccc(C)cc3)[nH]n2c1=O	?	-19%[10.9 µM]	10µM*	?
CCCCOc1ccc(C(=O)OC(C)CN(C)C)cc1 (stereo unspecified)	-1.8%	-36%[inhibitor]	-5%	-7%
CCCCCOC(=O)Nc1ccc(S(=O)(=O)Nn2cnnc2)cc1	-1.4%	4%	1%	-10%

Bioassay records deposited in PubChem by National Center for Advancing Translational Sciences (NCATS).

Hits appear at their usual frequency; 1.7% or so of the library scored in one or more.
